# Screening data (PubChem)
# Vif-APOBEC3F blk = inhibitors of Vif-A3F interaction; 390,000 tested, 0.2% active; Potency, µM (top dose mostly 46.1 µM), without a hit: at the highest dose activity, negative = active; HeLa A3F-eYFP + Vif (tagged APOBEC3F with the HIV-1 protein that degrades it), YFP fluorescence increase; note: potency is the fitted concentration of half-maximal effect; % of control where 0% means no effect; nearly all actives have a fitted effect of over 65% in size
#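 Fluorescence increase (Ex 488/Em 500-530) after overnight compound treatment at 37 deg C flags inhibition of Vif-driven A3F-eYFP loss in stable HeLa A3F-eYFP/Vif cells seeded overnight beforehand.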
# D2 antag = antagonists of human D2 dopamine receptor; P14416; HEK293 TREx D2 cells, calcium flux, dopamine EC80; inhibition, % at 10 µM; 340,000 tested, 2% active; in the data active = inhibition above about 30%; note: 0% is about no effect
#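 Overnight-induced (tetracycline, 30 C) HEK293 T-REx cells carrying force-coupled D2 receive a no-wash calcium dye, then compound, then EC80 dopamine at 180 s; signals are read kinetically throughout.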
# RGS4 inh = blocks human RGS4-accelerated GTP hydrolysis; Transcreener GDP fluorescence polarization, RGS4-accelerated GTP hydrolysis; AID 504845; Potency, µM (doses to about 114 µM), for the others: top-dose activity change, negative = inhibition, usual class: inhibitors; 390,000 tested, 0.039% active; P49798; note: potency is the fitted concentration of half-maximal effect; % is set by controls: 0 for no effect and ±100 for the full control effect; nearly all actives have a fitted effect of over 75% in size; some results filed as inactive show a strong effect at the top dose
#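 MLSMR compounds (23 nl, pin-transferred) preincubated 10 min at room temperature with a 500nM (2x) first reagent, then RGS4 at 900nM (2x) plus Transcreener GDP mix added; fluorescence polarization (620/688 nm) read before and after 90 min at 30 °C.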
# D2 ag = activates the human D2 dopamine receptor. AID 485358. 340,000 tested, 0.53% active. P14416. activation, % at 2 µM. HEK293 T-REx D2 cells, calcium flux agonist mode;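 active = activation over 3 SD above normal in the single-dose calcium agonist read, cut at about 30% in these data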; note: 0% is about no effect
#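 Calcium-flux readout, 1 cycle/sec over 180 s following compound pin transfer, in inducible HEK293 Trex D2 cells (force-coupled); dopamine controls included. Positive calcium responses during this window marked compounds as potential agonists.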
# Vif-APOBEC3G blk = blocks the Vif interaction with human APOBEC3G | Q9HC16 | HeLa A3G-eYFP + Vif (tagged APOBEC3G with the HIV-1 protein that degrades it), YFP fluorescence, overnight | Potency, µM (doses to about 46.1 µM), without a hit: at the highest dose activity, negative = active, hits mostly inhibitors | 410,000 tested, 0.076% active;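 note: potency is the fitted concentration of half-maximal effect; % is set by controls: 0 for no effect and ±100 for the full control effect; nearly all actives have a fitted effect of over 60% in size; hits raise eYFP signal because A3G escapes Vif-driven loss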
# Target sequence (Q9HC16 whole entry, looked up): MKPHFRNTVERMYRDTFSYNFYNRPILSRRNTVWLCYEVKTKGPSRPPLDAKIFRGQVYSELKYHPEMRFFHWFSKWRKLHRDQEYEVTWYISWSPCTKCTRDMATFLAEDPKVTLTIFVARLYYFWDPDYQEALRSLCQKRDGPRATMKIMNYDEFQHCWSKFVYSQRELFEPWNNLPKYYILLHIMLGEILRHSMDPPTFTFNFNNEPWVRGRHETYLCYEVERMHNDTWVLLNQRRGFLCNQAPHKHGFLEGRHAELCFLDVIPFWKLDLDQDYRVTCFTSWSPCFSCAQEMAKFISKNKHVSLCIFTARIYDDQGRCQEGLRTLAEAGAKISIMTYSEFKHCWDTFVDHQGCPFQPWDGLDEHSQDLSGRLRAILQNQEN
#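 HeLa cells stably expressing Vif and C-terminally eYFP-tagged A3G, seeded overnight at 37 deg C, then exposed to compound by pintool overnight at 37 deg C. Rise in yellow fluorescence (Ex 488/Em 500-530, Acumen) marks blocked Vif-driven A3G degradation.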
# Glioma ERSR ind = ER stress response induction in glioma | U87-MG GRP78 promoter luciferase reporter, 16 h | Potency, µM, without a hit: at the highest dose activation, usual class: activators | 420,000 tested, 0.02% active | AID 602332; note: potency is the fitted concentration of half-maximal effect; series mostly up to about 76 µM; % of control where 0% means no effect; nearly all actives have a fitted effect of over 35% in size
#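 Stably transfected U87-MG human glioma cells carrying a GRP78-based luminescent sensor were seeded at 1000 cells/well, pin-dosed with compounds and incubated 16 h. Luciferase reagent was then added, and end-point luminescence was read after 10 min at room temperature.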
# ERG-DNA inh = blocks human ERG Ets domain binding to DNA; P11308; fluorescence polarization, His-ERG Ets domain / labelled DNA; Potency, µM (top dose mostly 76.9 µM), for the others: top-dose FP activity, negative = inhibition, actives largely listed as inhibitors; 370,000 tested, 0.028% active; AID 624246; active = well fitted inhibition curve with a large enough effect in the polarisation, with a control signal flat; inconclusive = small, poorly fitted or top-dose-only effect, or effect the other way, or a change in a side signal; inactive = no such curve, though single readings can be large or run the other way; the % refers to the polarisation;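 note: polarization taken with two DNA probes labelled with fluorescein and Texas red; potency is the fitted concentration of half-maximal effect; % of control where 0% means no effect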
# Target sequence (P11308 whole entry, looked up, the tested form may be a part): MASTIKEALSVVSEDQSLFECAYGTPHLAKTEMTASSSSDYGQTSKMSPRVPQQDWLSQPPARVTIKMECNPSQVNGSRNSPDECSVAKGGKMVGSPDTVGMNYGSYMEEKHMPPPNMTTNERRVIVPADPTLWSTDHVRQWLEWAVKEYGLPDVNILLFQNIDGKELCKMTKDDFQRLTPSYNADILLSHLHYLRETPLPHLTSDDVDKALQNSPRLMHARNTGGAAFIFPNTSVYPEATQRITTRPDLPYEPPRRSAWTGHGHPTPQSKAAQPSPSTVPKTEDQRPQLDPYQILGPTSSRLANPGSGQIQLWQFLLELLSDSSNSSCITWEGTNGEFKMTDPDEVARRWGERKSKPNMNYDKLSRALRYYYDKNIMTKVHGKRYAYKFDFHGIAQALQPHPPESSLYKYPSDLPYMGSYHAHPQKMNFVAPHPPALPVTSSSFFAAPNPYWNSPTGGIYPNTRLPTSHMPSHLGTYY
#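 His-tagged ERG Ets domain (1 uM in the protein solution; 300mM KCl, 50mM Tris-HCl, 1mM EDTA, 1mM DTT, pH 7.5) received compound, then a probe mix of 5 nM fluorescein-DNA and 100nM Texas-615-DNA. Fluorescence polarization was read for both dyes.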
# ALOX12 inh = ALOX12 (human) lipoxygenase inhibition; Potency, µM (highest dose often 108 µM), inactives show at the highest dose activity change, negative = inhibition, usual class: inhibitors; purified 12hLO, xylenol orange hydroperoxide absorbance; P18054; 580,000 tested, 1.1% active; note: potency is the fitted concentration of half-maximal effect; % is set by controls: 0 for no effect and ±100 for the full control effect
#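 Purified human 12hLO (150 nM final) in 25 mM Hepes, 0.01% Triton X-100, pH 7.0 was preincubated 15 min at room temperature with compound. Then 40 uM arachidonic acid was added, 30 min. Hydroperoxide was read by Fe-XO absorbance ratio 573/405 nm.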
# LDHA block = LDHA (human) enzyme inhibition. P00338. purified LDHA, NADH/diaphorase-resazurin fluorescence; active compounds read low. activity change, % (values are at about 110 or 230 µM). 480,000 tested, 0.15% active; in the data active = activity change below about -30%; inconclusive = mostly about -25% to -30%;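 note: plate controls were DMSO wells for no effect and wells without enzyme for full effect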
#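 Remaining NADH was detected by diaphorase (0.133 mg/mL) converting 37 µM resazurin to fluorescent resorufin, read at 0 and 20 minutes. The preceding 5-minute room-temperature reaction used 2 nM LDHA, 0.2 mM sodium pyruvate and 0.06 mM NADH at pH 7.4.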
# The depositor's hits bear a star; i = inactive; ? = inconclusive; / = not tested or not shown; & = joins results of further samples; [ ] = another dose, or the depositor's remark. Unless noted, calls come from the whole dose curve; as a rule, active = well fitted curve in the direction sought with a large enough effect; inconclusive = small, poorly fitted or top-dose-only effect, or another doubt; inactive = no such curve, though single readings can be large; an effect the other way counts as inactive or inconclusive. The list is partial; the hit share may differ from the screen's.
cpd	molecule	Vif-APOBEC3F blk	D2 antag	RGS4 inh	D2 ag	Vif-APOBEC3G blk	Glioma ERSR ind	ERG-DNA inh	ALOX12 inh	LDHA block
1	Cc1nn(-c2ncc(C(F)(F)F)cc2Cl)c(=O)n1-c1ccccc1	3%	-1	25%	-0.1	1%	-1%	4%	0%[57.4 µM]	-10
2	C(=C\c1ccccc1)/CSc1nnc(-c2cnccn2)n1Cc1ccco1	-4%	-12	-10%	-0.9	?	-5%	-11%	-19%	-6
3	CC(CC(=O)NC(C)c1ccc2c(c1)OCCO2)c1ccccc1 (centres undefined)	4%	21	-8%	-1.6	0%	-3%	4%	1%	-1
4	Cc1ccc(N(C(C)C(=O)N2CCOCC2)S(C)(=O)=O)cc1C (centres undefined)	3%	-4	25%	1.6	3%	-6%	3%	10%	-7
5	C=CCNC(=S)N1CCC(C(N)=O)CC1	3%	16	8%	1.1	0%	-3%	3%	-1%	-2
6	Cc1c(Nc2nc3ccccc3n3c(C)nnc23)cccc1C(=O)O	3%	/	7%	1.2	0%	-1%	2%	-7%	-9
7	COc1ccc(C(=O)C(OC(=O)c2ccc(C)c(NC(C)=O)c2)c2ccccc2)cc1 (centres undefined)	4%	-15	-23%	-0.6	0%	2%	-5%	1%	1
8	Fc1ccc(N2CCN(C3=Nc4cccc5cccc3c45)CC2)cc1	2%	8	17%	-3.5	3%	2%	-9%	-28%	4
9	Cc1ccc(-n2nc(CO)c(C(=O)NCc3ccccn3)n2)cc1	2%	/	-4%	0.3	4%	-3%	-8%	-4%	-4
10	COc1cccc(NC(=O)Nc2nnc([C@H]3C[C@H](O)[C@@H](CO)O3)s2)c1	/	/	/	/	-4%	-3%	/	-26%	-16
11	CCC(=O)Nc1ccc2c(c1)nc(CCN1CCN(C)CC1)n2C	-2%	/	-17%[56.9 µM]	/	1%	-6%	-12%	-8%	3
12	O=C(Cc1ccccc1)NC1CCN(C(=O)NCc2ccccc2)CC1	5%	3	-21%[11.4 µM]	0.5	-4%	0%	-5%	7%	-3
13	Cc1noc(C)c1S(=O)(=O)N(C)C[C@H]1OCCCC[C@H](C)Oc2ccc(NC(=O)CCCN(C)C)cc2C(=O)N([C@H](C)CO)C[C@@H]1C	0%	/	/	/	1%	-3%	/	-5%	-3
14	Cc1ccc(C(=O)N2CCN(Cc3cc(=O)n4nc(-c5ccccc5)sc4n3)CC2)cc1	3%	/	3%	1.4	5%	-3%	8%	-24%	0
15	COc1cc(C=NNc2ccccc2[N+](=O)[O-])cc(OC)c1OC	-1%	/	/	/	0%	-3%	/	-10%	-11
16	Cc1nc(-c2ccccc2)nc2[nH]c(C(C)C)cc(=O)c12	0%	-23	28%	0.4	-1%	-1%	/	8%	-5
17	O=C(N/N=C/c1coc2ccccc2c1=O)c1cc2ccccc2o1	-24%	-8	-27%	-1.5	0%	-3%	-1%	-5%	-1
18	Cc1ccc(Cl)cc1N1CCN(C(=O)CCSCc2ccccc2F)CC1	-1%	/	2%	-0.5	6%	-2%	1%	?	3
19	O=c1c2cc(Br)ccc2nc(-c2cccc(Cl)c2)n1O	-3%	10	17%	7.3	1%	-4%	6%	41%[activator]	2
20	CCn1c(SCCC(=O)O)nnc1-c1cccnc1	-3%	-15	-28%	0.2	0%	-1%	-6%	0%	-2
21	CCCCC(=O)Nc1ncc(S(=O)(=O)c2ccc([N+](=O)[O-])cc2)s1	0%	-6	29%	4.4	1%	-2%	-1%	0%	-10
22	CCC(=O)NCCCCCCNC(=O)CC	1%	0	-5%	-0.1	-5%	-1%	6%	-3%[57.4 µM]	2
23	CCCCC(=O)NC(=S)NNC(=O)CCc1ccccc1	3%	-14	-18%[56.9 µM]	0.0	-5%	1%	-5%	-25%	-2
24	O=C(NNC(=O)c1ccc(F)c(S(=O)(=O)N2CCOCC2)c1)c1ccc(Br)cc1	-2%	14	-11%	0.0	10%	-3%	-10%	199%[activator]	-3
25	CCOc1cccc(OCCOc2ccc(C(=O)c3ccccc3)cc2)c1	-21%	-5	-10%	0.9	0%	-6%	-5%	-6%	-5
26	Oc1oc(-c2ccccc2Br)nc1C=Nc1ccc(Br)cn1	4%	/	?	/	-7%	-2%	-2%	?	-6
27	Cc1cc(NC(NC(=O)c2ccco2)(C(F)(F)F)C(F)(F)F)no1	-5%	17	20%	0.2	0%	-4%	-4%	0%	-5
28	NS(=O)(=O)c1ccc(NC(=O)/C=C/c2cn(-c3ccccc3)nc2-c2cccc(Cl)c2)cc1	-4%	4	-24%	-2.4	-11%	7%	14%	?	-3
29	CN1CCN(C(=O)c2ccc(CN(c3ccccc3)S(=O)(=O)c3ccccc3)cc2)CC1	-1%	-1	34%	-1.0	-6%	2%	10%	-9%	0
30	CN(C(=O)c1c(Cl)cnn1C)C12CC3CC(CC(C3)C1)C2	-15%	-2	-20%	-1.5	0%	-2%	2%	1%	0
31	CC(C)(C)c1ccc(S(=O)(=O)N2CCC(Oc3ccc(-n4cnnn4)cc3)CC2)cc1	2%	/	7%	0.0	-6%	4%	0%	-29%	-4
32	Cc1ccccc1NC(=O)C1CCN(C(=O)c2ccc(F)cc2)CC1	-1%	/	8%	0.6	5%	-2%	5%	-20%	-6
33	O=C(Nc1ccccc1N1CCCC1)C1=COCCO1	-1%	-15	5%	0.0	-2%	-2%	-18%	11%	-1
34	COc1cc(C(=O)NC2CCN(CC(=O)NC3CCCCC3)CC2)cc(OC)c1OC	0%	-19	-21%	2.4	-7%	-6%	1%	7%	-1
35	CCC(C(=O)Nc1ccccc1C(=O)N1CCOCC1)N1C(=O)c2ccccc2C1=O (centres undefined)	-5%	10	-24%	0.2	-3%	-3%	-3%	25%	-3
36	O=C(O)c1cccnc1	-2%	-8	-9%	2.7	-2%	-2%&-5%&-4%	-10%	?	-4
37	Cc1c(NC(=O)/C=C/c2cccs2)c(=O)n(-c2ccccc2)n1C	0%	-8	6%	-0.8	0%	-3%	-7%	-22%	-1
38	COc1ccc(NC(=O)c2sc3nc[nH]c(=O)c3c2C)cc1Cl	1%	/	-17%	-1.2	4%	0%	-2%	-11%	-17
39	Cc1ccc(S(=O)(=O)N2CCN(Cc3cccnc3)CC2)cc1	-5%	6	-37%	-1.6	-2%	-2%	3%	i	-2
40	CC(C)OC(=O)C1CC(C)(O)C(=O)C(C(=O)OC(C)C)C1c1ccc([N+](=O)[O-])cc1 (centres undefined)	13%	0	-7%	-0.4	-1%	0%	-10%	-3%	-13
41	O=C(CN1CCSC1=O)N1CCN(S(=O)(=O)c2ccccc2)CC1	-3%	37*	19%	0.0	4%	-1%	20%	12%	-2
42	COC(=O)c1ccc(COC(=O)CSCC(=O)Nc2ccc(C)cc2C)cc1	-7%	/	-22%	/	-1%	2%	6%	14%	-2
43	CSCCC(NS(=O)(=O)c1ccc2[nH]c(=O)c(=O)[nH]c2c1)C(=O)O (centres undefined)	10%	36*	18%	-1.0	1%	-2%	0%	?	-5
44	CCOC(=O)c1nc(NNC(=O)c2ccc([N+](=O)[O-])cc2)sc1C	0%	8	-11%	-0.3	-5%	-4%	1%	?	0
45	Cc1ccc(NC(=O)c2nc(S(=O)(=O)Cc3ccccc3)ncc2Cl)cc1	0%	4	?	-0.9	-4%	-18%	-7%	-21%	-6
46	CCC(C(=O)OCC(=O)Nc1c(Cl)cc(Cl)cc1Cl)c1ccccc1 (centres undefined)	1%	-4	-8%	0.7	0%	-4%	4%	-6%	4
47	O=C(NCc1ccccc1)c1c(F)c(F)c(F)c(F)c1F	4%	17	-24%	0.0	-3%	-2%	3%	2%	-2
48	Cc1ccc(CCNc2ccccc2C)cn1	0%	-6	27%	0.7	4%	0%	3%	5%	-5
49	CCCCn1c(N)c(N(Cc2ccccc2OC)C(=O)CCSC)c(=O)[nH]c1=O	1%	2	-19%	0.7	-1%	-3%	-4%	-5%	1
50	CCCCOc1ccc(C2/C(=C(/O)c3ccc4c(c3)CC(C)O4)C(=O)C(=O)N2CCCN2CCOCC2)cc1OC (centres undefined)	3%	-8	17%	-0.2	-5%	-1%	5%	?	-4
